Source: PubChem (University of Kansas High Throughput Screening Laboratory)
Pf apPOL inh = Pf-apPOL DNA polymerase inhibition; 210,000 tested, 0.25% active; inhibition, % at 10 µM; Recombinant Pf-apPOL, molecular beacon fluorescence, 1.5 h
mHTT-CaM PPI inh = inhibitors of human mutant huntingtin-calmodulin interaction; P42858; AlphaScreen His-mHTT/GST-CaM binding, luminescence; inhibition, % at 15 µM; 190,000 tested, 3.6% active; AID 1671202;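 note: 0% = both proteins with DMSO and 100% = one protein alone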
Target sequence (P42858 whole entry, looked up, stated change not applied): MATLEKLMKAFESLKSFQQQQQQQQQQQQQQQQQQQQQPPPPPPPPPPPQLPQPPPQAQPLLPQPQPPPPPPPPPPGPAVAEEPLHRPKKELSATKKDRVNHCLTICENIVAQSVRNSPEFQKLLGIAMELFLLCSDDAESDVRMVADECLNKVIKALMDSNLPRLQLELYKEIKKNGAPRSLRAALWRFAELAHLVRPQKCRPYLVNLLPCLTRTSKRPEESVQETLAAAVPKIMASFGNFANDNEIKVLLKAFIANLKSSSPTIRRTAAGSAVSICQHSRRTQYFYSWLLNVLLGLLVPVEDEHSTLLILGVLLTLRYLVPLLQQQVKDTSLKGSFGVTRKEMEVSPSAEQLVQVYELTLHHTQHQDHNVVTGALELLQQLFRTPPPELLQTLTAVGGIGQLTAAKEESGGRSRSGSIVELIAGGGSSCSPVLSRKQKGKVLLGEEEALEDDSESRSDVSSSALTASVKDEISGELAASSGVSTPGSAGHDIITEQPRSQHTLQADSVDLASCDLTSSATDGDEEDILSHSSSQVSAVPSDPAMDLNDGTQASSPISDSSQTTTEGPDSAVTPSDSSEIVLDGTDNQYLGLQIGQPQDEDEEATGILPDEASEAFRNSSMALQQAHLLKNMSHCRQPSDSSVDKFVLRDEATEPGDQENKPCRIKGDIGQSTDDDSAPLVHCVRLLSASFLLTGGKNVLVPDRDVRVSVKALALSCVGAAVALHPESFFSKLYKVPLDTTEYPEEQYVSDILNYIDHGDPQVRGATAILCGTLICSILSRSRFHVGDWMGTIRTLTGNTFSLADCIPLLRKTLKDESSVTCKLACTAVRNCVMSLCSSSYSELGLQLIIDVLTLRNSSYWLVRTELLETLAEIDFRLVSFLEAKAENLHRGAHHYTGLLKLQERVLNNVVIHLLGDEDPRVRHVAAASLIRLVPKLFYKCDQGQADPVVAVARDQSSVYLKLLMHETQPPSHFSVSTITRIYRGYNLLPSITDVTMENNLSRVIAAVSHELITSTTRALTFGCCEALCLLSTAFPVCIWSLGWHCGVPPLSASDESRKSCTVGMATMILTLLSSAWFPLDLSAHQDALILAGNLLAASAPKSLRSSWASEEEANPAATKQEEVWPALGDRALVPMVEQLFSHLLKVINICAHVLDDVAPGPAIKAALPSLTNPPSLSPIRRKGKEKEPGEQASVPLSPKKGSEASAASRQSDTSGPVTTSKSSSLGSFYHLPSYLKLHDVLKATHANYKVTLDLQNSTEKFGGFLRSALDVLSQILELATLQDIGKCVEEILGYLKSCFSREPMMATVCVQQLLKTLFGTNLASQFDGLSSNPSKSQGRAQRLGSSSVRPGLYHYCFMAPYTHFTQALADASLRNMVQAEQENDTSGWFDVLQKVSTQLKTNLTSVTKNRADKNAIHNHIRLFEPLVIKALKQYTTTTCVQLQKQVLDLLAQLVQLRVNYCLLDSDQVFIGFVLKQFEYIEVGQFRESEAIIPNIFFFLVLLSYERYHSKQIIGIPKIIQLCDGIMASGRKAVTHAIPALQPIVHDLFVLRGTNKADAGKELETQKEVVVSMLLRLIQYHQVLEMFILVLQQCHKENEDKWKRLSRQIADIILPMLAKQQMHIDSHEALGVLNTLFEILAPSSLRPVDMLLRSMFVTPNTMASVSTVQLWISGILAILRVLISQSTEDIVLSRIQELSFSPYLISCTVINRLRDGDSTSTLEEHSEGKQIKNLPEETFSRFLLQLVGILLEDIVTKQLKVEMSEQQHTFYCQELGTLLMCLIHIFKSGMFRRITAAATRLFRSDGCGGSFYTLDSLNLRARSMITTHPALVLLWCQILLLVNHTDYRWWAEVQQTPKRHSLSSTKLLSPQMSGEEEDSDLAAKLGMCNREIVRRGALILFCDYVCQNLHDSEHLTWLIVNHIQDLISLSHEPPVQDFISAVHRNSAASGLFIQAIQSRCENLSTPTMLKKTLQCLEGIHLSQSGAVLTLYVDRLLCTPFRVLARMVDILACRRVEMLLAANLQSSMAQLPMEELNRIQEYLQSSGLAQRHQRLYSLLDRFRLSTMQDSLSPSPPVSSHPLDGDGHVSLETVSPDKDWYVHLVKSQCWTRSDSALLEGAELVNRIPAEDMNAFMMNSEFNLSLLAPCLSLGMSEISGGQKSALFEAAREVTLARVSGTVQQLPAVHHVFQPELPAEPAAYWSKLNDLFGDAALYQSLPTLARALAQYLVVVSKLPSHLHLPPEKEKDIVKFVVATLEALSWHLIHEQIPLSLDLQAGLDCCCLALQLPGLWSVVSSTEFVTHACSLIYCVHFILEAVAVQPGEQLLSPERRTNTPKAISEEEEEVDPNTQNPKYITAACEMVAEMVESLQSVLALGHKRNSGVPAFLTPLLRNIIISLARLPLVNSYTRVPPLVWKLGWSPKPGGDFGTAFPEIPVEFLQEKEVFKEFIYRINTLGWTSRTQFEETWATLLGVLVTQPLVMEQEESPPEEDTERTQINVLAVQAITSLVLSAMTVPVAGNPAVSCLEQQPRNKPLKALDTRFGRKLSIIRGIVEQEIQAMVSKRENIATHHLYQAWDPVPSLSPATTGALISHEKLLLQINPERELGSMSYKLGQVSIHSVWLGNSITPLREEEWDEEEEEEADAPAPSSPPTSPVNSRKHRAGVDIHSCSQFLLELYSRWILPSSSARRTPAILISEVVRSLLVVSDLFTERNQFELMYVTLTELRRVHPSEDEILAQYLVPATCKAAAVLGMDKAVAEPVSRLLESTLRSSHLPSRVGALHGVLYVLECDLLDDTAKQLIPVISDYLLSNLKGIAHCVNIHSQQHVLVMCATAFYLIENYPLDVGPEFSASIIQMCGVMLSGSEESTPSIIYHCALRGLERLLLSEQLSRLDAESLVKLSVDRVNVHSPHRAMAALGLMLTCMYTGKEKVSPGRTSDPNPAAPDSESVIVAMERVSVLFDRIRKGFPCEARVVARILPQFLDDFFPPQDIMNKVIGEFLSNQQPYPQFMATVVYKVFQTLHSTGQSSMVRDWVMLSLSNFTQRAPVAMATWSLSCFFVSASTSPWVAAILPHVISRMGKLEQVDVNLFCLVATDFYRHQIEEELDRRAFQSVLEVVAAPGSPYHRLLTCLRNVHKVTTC
* hit, by the source's call; x = no result given; & = joins results of further samples. Cut-off read from the data, not from the text of the source: active = inhibition above about 50%; inactive = the rest.

SMILES	Pf apPOL inh	mHTT-CaM PPI inh
CN1CCN(C(=O)CN(C2CCCCC2)S(=O)(=O)c2ccc(F)cc2)CC1	-1	-2
O=Cc1cn(CC(=O)N2CCCCCC2)c2ccccc12	-4	1
COc1cc(Br)c(/C=C2/SC(NC(C)=O)=NC2=O)cc1OC	-5	-2
COc1ccccc1CNC(=O)c1ccc(-c2ccccc2C(F)(F)F)o1	-6	-18
O=C(CSc1ccccc1)Nc1nnc(CCC(=O)c2ccccc2)s1	2	-1
CC1(C)CC(=O)C=C(SCC(=O)Nc2ccc(Cl)cc2)S1	-9	x
COc1ccc(-c2cc(C(F)(F)F)nc(N3CCOCC3)n2)cc1OC	-2	-5
O=C1c2cccnc2C(=O)N1c1ccc(OC(F)(F)F)cc1	-2	12
COc1ccc(CNC(=O)c2cnc(OC)nc2)cc1	0	0
CCOc1ccc2c3c(c(=O)oc2c1OCC)CCCC3	-6	-14
Cc1cc(C)cc(C(=O)N2CC(C)C(c3nc(-c4cccnc4)no3)C2)c1 (stereo not given)	-2	18
Cc1ccc(CC(=O)O)cc1	4	x
Cc1noc(-c2nn(C)c3c2CN(C(=O)c2ccoc2)CC3)n1	0	-1
CC(=O)C1=C(O)C(=O)N(CC2CCCO2)C1c1ccc([N+](=O)[O-])cc1 (stereo not given)	-3	1
COc1cccc(N2CCN(C(=O)c3cccc(Br)c3)C(C)C2=O)c1 (stereo not given)	-3	-4

Brought forward from above: 5 compounds, then new ones.
SMILES	Pf apPOL inh	mHTT-CaM PPI inh
Cc1cc(C)cc(C(=O)N2CC(C)C(c3nc(-c4cccnc4)no3)C2)c1 (stereo not given)	-2	18
Cc1ccc(CC(=O)O)cc1	4	x
Cc1noc(-c2nn(C)c3c2CN(C(=O)c2ccoc2)CC3)n1	0	-1
CC(=O)C1=C(O)C(=O)N(CC2CCCO2)C1c1ccc([N+](=O)[O-])cc1 (stereo not given)	-3	1
COc1cccc(N2CCN(C(=O)c3cccc(Br)c3)C(C)C2=O)c1 (stereo not given)	-3	-4
CCOC(=O)c1sc(SC)nc1N	7	x
c1cc(-c2noc(COC3CCCN(Cc4ccsc4)C3)n2)ccn1 (stereo not given)	-6	-12
N=c1n(CC(=O)c2ccco2)c2ccccc2n1Cc1ccccc1Cl	1	-1
CSc1ccccc1C(=O)Nc1ccccc1-c1nc2ccccc2s1	-7	-18
COCCn1cc2c3c(cccc31)CN(C(=O)Nc1ccc(C)cc1Cl)CC2	-2	4
Cc1ccc(C(=O)N2CCC(CCNC(=O)Cc3ccc(F)cc3)CC2)cc1	-2	11
Cc1ccccc1C(=O)N1CCc2c(nc3cc(-c4ccccc4)[nH]n3c2=O)C1	47	32
Cc1ccc(CNC(=O)N2CCN(Cc3nc4cccnc4n3-c3ccccc3)CC2)cc1	0	9
CCC(=O)Nc1cccc(-c2noc(C3CCN(C(=O)c4ccccn4)CC3)n2)c1	3	3
Cc1cccc(C(=O)N2CCN(c3ccc(F)cc3)C(=O)C2C)c1 (stereo not given)	6	-7
Cc1ccc(-n2cc(-c3ccc(F)cc3)[nH]c2=O)cc1F	-4	8
CCC(CO)n1cnnc1-c1ccncc1 (stereo not given)	-2	4
COc1ccc(N2C(=O)CCC(C(=O)Nc3cccc(C)n3)C2c2ccc(F)cc2)cc1 (stereo not given)	0	24
CCOCCCNC(=O)N1CCCC1c1cc(C)no1 (stereo not given)	0	-7
Cc1nccn1S(=O)(=O)c1cc(Cl)ccc1Cl	-4&-4	0&-8

Single records, as listed above. Order of values: Pf apPOL inh | mHTT-CaM PPI inh
Entry for Cc1ccc(CNC(=O)N2CCN(Cc3nc4cccnc4n3-c3ccccc3)CC2)cc1 : 0 | 9
Entry for Cc1ccc(C(=O)N2CCC(CCNC(=O)Cc3ccc(F)cc3)CC2)cc1 : -2 | 11
Entry for Cc1ccc(CC(=O)O)cc1 : 4 | x
Entry for CCOc1ccc2c3c(c(=O)oc2c1OCC)CCCC3 : -6 | -14
Entry for COc1ccc(-c2cc(C(F)(F)F)nc(N3CCOCC3)n2)cc1OC : -2 | -5

Later entries:
SMILES	Pf apPOL inh	mHTT-CaM PPI inh
COc1ccccc1[C@H]1C(c2cccc(Cl)c2)=NN(c2ccccc2)[C@@H]1CO	-9	66*
O=C(NC(=S)Nc1ccc(I)cc1)c1ccc([N+](=O)[O-])cc1	2	x
O=C(CCn1c(=O)c2sccc2n(CC(=O)NCC2CCCO2)c1=O)NCc1ccccc1 (stereo not given)	1	-1
O=c1nc(SCc2cccc(F)c2)nc2ccc(Cl)cn12	3	2
Cc1cc(=O)n(CCN2CCOCC2)c(N2CCCCC2)n1	-6	8
O=c1ccc(S(=O)(=O)N2CCCCC2)cn1Cc1ccccc1	-6	-2
Cc1cccc(C(=O)N2CCCC(C(=O)Nc3ccccc3)C2)c1 (stereo not given)	11	33
O=C(C1=C(O)C(=O)N(CCN2CCOCC2)C1c1cccs1)c1ccco1 (stereo not given)	-12	3
Cc1ccc(N2C(=O)C3C4CC(C(Br)C4Br)C3C2=O)cc1Cl (stereo not given)	-1	1
CCC1CN(C(=O)Nc2ccc(F)c(Cl)c2)c2ccccc2O1 (stereo not given)	-7	-10
COc1cccc(CC(=O)N2CCC(c3nc4ccncc4n3C)C2)c1 (stereo not given)	-3	-1
COc1ccc(NC(=O)C(C(=O)Nc2ccc(OC)cc2)C23CC4CC(CC(C4)C2)C3)cc1	-16	x
CCOCc1ccc(O)c2ncccc12	-4	100*
Nc1nc(SCCO)[nH]c(=O)c1NC(=O)c1ccc(C(F)(F)F)cc1	-4	-13
Cc1cc(Br)ccc1NC(=O)Cc1cccs1	-5	17
CN(C1CCCCC1)S(=O)(=O)c1ccc(C(=O)Nc2nnc(C3CC3)o2)cc1	0&-3	-11&24
COc1ccc(/C=C/c2cc(C(F)(F)F)[nH]c(=O)n2)cc1OC	-11	6
COc1ccc(OCC(O)CN2CCOCC2)cc1 (stereo not given)	-7	-1
CCOC(=O)C1CCc2sc(NC(=O)C3COCC(=O)N3Cc3ccccc3)nc21 (stereo not given)	3	64*
Cc1cccc(-c2nccc(C3CCCN(C(=O)c4ccc(F)cc4)C3)n2)c1 (stereo not given)	0	24
COc1ccccc1CNC(=O)CN(C)S(=O)(=O)c1ccc2[nH]c3c(c2c1)CCCC3	-2	58*
Cc1cc(C)c(OCC(=O)Nc2cccc(-c3nc4ncccc4o3)c2)c(Br)c1	-1	3
Cc1ccc(C2=N/C(=C\c3ccccc3[N+](=O)[O-])C(=O)O2)cc1[N+](=O)[O-]	2	-1
O=C(NCc1ccc2c(c1)OCO2)c1ccccc1C(=O)NCc1ccc2c(c1)OCO2	-4	3
COCCCNC(=O)CN1CCN(c2ccccc2)C1=O	-5	-16
O=C(Nc1ccc(Cl)cc1)OCc1cccc(COC(=O)Nc2ccc(Cl)cc2)c1F	-1	x
Cc1ccc(-c2csc3nc(C)n(N)c(=O)c23)cc1	14	2
COc1ccc(C(=O)N2CCN(c3cccc(Cl)c3)C(=O)C2C)cc1 (stereo not given)	0	-5
NC1=NC2(CS1)CSC(N)=N2	-9	x
CCc1ccc(OCC(=O)Nc2nnc(C3CC(=O)N(c4ccc(F)cc4)C3)o2)cc1 (stereo not given)	6	6
CCC(CO)NCC(O)COc1ccc(Br)cc1 (stereo not given)	-1	2
O=C(NCCC1CCN(C(=O)NC2CCCCC2)CC1)NC1CCCC1	-2	0
Cc1noc(C)c1S(=O)(=O)N1CCN(C(=O)C2CCCO2)CC1 (stereo not given)	-3	x
O=c1cc(CN2CCC(Cc3ccccc3)CC2)c2cc(O)ccc2o1	-13	5
O=C(CCC1CCCN(C(=O)Nc2ccc(Cl)cc2)C1)NCC1CCCCC1 (stereo not given)	-2	-14
COc1cc(C=O)ccc1OCC(=O)Nc1ccc(Br)c(Cl)c1	-3	8
Cc1noc(C)c1CCC(=O)N1CC(c2nc3ccccc3[nH]2)C1	-7	-13
Cc1ccc(C(O)=C2C(=O)C(=O)N(C)C2c2ccccc2)cc1 (stereo not given)	-4	6
Cc1ccc(NC(=O)COc2nc(C)nc3ccccc23)c(Br)c1	1	-6
CC1CCCC(C)N1CC(=O)N1CCCc2c1c(=O)oc1ccc(OCc3ccccc3)cc21 (stereo not given)	6	6
Cn1nc(CC(=O)Nc2ccc(C(F)(F)F)cc2)c2ccccc2c1=O	-4	1
N#CC(=Cc1ccncc1)C(N)=O	-10	x
COc1ccc(C2Oc3nc(SC)nnc3-c3ccccc3N2C(C)=O)cc1 (stereo not given)	4	10
OC(CNCc1cc2ccccc2s1)C(F)(F)F (stereo not given)	-7	x
Cc1ccc(S(=O)(=O)n2ccnc2)cc1	1	-14
COc1cccc(NC(=O)CSc2nc(CC(=O)NCc3ccco3)cs2)c1	-4	4
CCc1nc2cc(-c3noc(-c4cccc5[nH]ccc45)n3)ccc2o1	-4	-11
Cc1ccc(C(=O)N2CCCC2COc2ccc(C(=O)N3CCOCC3)cc2)cc1F (stereo not given)	-2	9
O=C(Nc1ccc(Cl)cc1)c1cc(S(=O)(=O)NCCC2=CCCCC2)ccc1F	33	13
CNC(=O)c1nc(-c2ccccc2F)n2c1CCCCC2	-4	1
CC1=C(C(=O)Nc2c(C)cc(C)cc2C)C2(CCCCC2)OC1=O	1	-7
COc1cncc(C(=O)Nc2ccc(Cl)cc2F)c1	-5	-12
CN(C)c1cccc(C(=O)Nc2cccn3cnnc23)c1	0	4
CCCCC1(CC(=O)Nc2ccc(F)cc2)C(=O)N(c2ccccc2)N(c2ccccc2)C1=O	-1	98*
NS(=O)(=O)c1ccc(CCNC(=O)C(Sc2ccccc2)c2ccccc2)cc1 (stereo not given)	-6	6
COc1ccccc1/C=C1/N=C(c2ccccc2OC)OC1=O	-3	4
CCC(C(=O)Nc1c2c(nn1-c1ccc(C)cc1C)CS(=O)(=O)C2)c1ccccc1 (stereo not given)	-2	2
COc1ccc(C2Cn3cnc(-c4nc(-c5cccs5)no4)c3CO2)cc1 (stereo not given)	-10	15
CCC12CN(C(=O)c3ccc(OC)cc3)CC(CC)(CN(C(=O)c3ccc(OC)cc3)C1)C2=O	-4	4
COc1ccc(-c2nnc(N3CCC(C(=O)NCc4ccc(SC)cc4)CC3)o2)cc1	-6	6

(continued)
SMILES	Pf apPOL inh	mHTT-CaM PPI inh
COc1ccc(OC)c(NC(=O)c2cc(S(=O)(=O)NCc3ccc(F)cc3)ccc2F)c1	-3	16
O=c1c2ccccc2nc(-c2ccccc2)n1OCc1cc(Cl)cc2c1OCOC2	-5	x
CCC(C(=O)N1CC(C)OC(C)C1)c1ccccc1 (stereo not given)	6	-1
O=C(Nc1ccc(-c2nc3ccccc3o2)c(O)c1)c1ccc(-c2ccc([N+](=O)[O-])cc2)o1	-6	36
O=C1S/C(=C\c2ccc(O)cc2)C(=O)N1c1ccc(O)cc1	-4	55*
CC1Cc2nc(SCC(=O)NCC3CCCO3)n(C)c(=O)c2S1 (stereo not given)	-11	1
CCNc1nc(Cl)nc(NCCNC(=O)COc2ccc(Cl)cc2Cl)n1	-4	6
Cc1c(C(=O)Nc2ccccc2)sc2nc(-c3ccccc3)cn12	-1	6
O=C(CCCOc1ccc(Cl)cc1Cl)NC1=NN(c2ccccc2)C(=O)C1	-8	13
COc1cc(S(N)(=O)=O)c(OC)cc1Cl	x	-11
Cc1noc(C)c1C1CCCN1C(=O)c1c(-c2ccccc2Cl)noc1C (stereo not given)	3	-3
COc1cc(C2C(C#N)=C(N)Oc3n[nH]c(-c4cc(OC)c(OC)c(OC)c4)c32)ccc1O (stereo not given)	-3	10
CCOC(=O)c1c(C)oc(-c2ccc(Cl)cc2)c1S(=O)(=O)Nc1ccc(C(C)(C)C)cc1	4	x
Cc1cc([N+](=O)[O-])ccc1NC(=O)C1COc2ccccc2O1 (stereo not given)	-2	-8
Cc1nn(CC(=O)Nc2ccc3c(c2)OCO3)c(C)c1[N+](=O)[O-]	-5&-1	7&7

A draw from above in order of molar mass, smallest number first.
SMILES	Pf apPOL inh	mHTT-CaM PPI inh
CN(C)c1cccc(C(=O)Nc2cccn3cnnc23)c1	0	4
Nc1nc(SCCO)[nH]c(=O)c1NC(=O)c1ccc(C(F)(F)F)cc1	-4	-13
COc1cccc(N2CCN(C(=O)c3cccc(Br)c3)C(C)C2=O)c1 (stereo not given)	-3	-4
O=C(Nc1ccc(Cl)cc1)c1cc(S(=O)(=O)NCCC2=CCCCC2)ccc1F	33	13
COc1ccccc1CNC(=O)CN(C)S(=O)(=O)c1ccc2[nH]c3c(c2c1)CCCC3	-2	58*

New compounds follow
SMILES	Pf apPOL inh	mHTT-CaM PPI inh
O=C(c1ccc(-c2cccs2)s1)N1CCN(C2c3ccccc3-c3ccccc32)CC1	4	x
O=C(NC1CCN(c2ccccc2)C1=O)c1ccc2c(c1)OCO2 (stereo not given)	-1	-7
COc1cc(C=C(C#N)c2ccccc2)cc(OC)c1OC	-9	x
COc1ccc(CN2[C@@H](CC(C)=O)c3ccc(/C=C/C(C)=O)cc3S2(=O)=O)cc1	-4	5
NC(=O)C1CCN(C(=O)Cc2cc(-c3cccs3)on2)CC1	-2	-8
CCC1(C)Cc2c(sc3c2c(=O)n(C)c2nnc(SCC(=O)c4ccccc4)n32)CO1 (stereo not given)	-8	-2
CCOc1c(Nc2ccc(C(C)C)cc2)c(=O)c1=O	-37	x
CCCN1C(=O)CCc2cc(NC(=O)c3cccc(C#N)c3)ccc21	-6	4
O=C(Nc1ccccc1)c1ccc2c(c1)OCO2	-5	-4
Cc1ccc(NC(=O)CS(=O)(=O)c2cn(C)c3ccccc23)cc1	-4	3
CCOc1ccc(/C=c2\sc3n(c2=O)CN(c2ccc4c(c2)OCO4)CN=3)cc1	-1	10
COc1ccc(C(=O)NC2CCN(c3nc4c(s3)c(C)nn4-c3ccccc3)CC2)cc1	-4	-1
COCCc1noc(COC2CCN(C(=O)c3ccnn3C)CC2)n1	-2	-2
Cc1onc(-c2c(Cl)cccc2Cl)c1C(=O)Nc1nccs1	-6	9
CC1(C)CC2(C)OC(=O)N(N)C2(C)c2ccccc21 (stereo not given)	x	-3
O=C(Nc1cccc(Cl)c1)c1ccc(SCCN2CCCCC2)nc1	-3	-7
